ATG4B inhibitor – ATG4B (human) cysteine protease inhibition. Q9Y4P1. ATG4B cleavage of LC3-PLA2, NBD-HPC fluorescence, 1 h. inhibition, % at 8.33 µM. 0.51% of 340,000 active; in the data active = inhibition above about 40%
Target sequence (Q9Y4P1 whole entry, looked up): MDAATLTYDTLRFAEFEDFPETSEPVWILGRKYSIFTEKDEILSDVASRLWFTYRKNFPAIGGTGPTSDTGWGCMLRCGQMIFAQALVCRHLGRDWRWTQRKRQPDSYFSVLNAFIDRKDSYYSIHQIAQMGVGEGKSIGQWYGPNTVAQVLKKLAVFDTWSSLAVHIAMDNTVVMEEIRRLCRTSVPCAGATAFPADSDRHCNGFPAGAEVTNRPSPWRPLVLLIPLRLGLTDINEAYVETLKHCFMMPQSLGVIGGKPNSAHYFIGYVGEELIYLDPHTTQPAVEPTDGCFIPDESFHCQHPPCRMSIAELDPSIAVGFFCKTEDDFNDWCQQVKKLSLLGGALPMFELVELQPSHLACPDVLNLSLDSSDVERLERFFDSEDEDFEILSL
GRIN3A LBD mod – modulates the human NR3A ligand-binding domain; NR3A LBD differential scanning fluorimetry, Tm shift; 0% = protein alone, 100% = glycine-bound protein; 2.5% of 340,000 active; Tm shift relative to glycine control, % at 25 µM; AID 1259313;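 active = melting temperature shift of at least 10% of the positive control shift, at one fixed dose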
HKDC1 inh – blocks human hexokinase HKDC1 activity; recombinant HKDC1, G6PDH/diaphorase resazurin coupled fluorescence; inhibition, % at 20 µM; 0.16% of 340,000 active; AID 493160;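 active = inhibition above about 35% when tested at 20 µM, limit read from the data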;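 also: plate controls were DMSO wells with enzyme for no effect and DMSO wells lacking enzyme for full effect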
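Test system: HK5 enzyme. Quantity: 5 µg/mL HK5 final. Reagent: glucose and ATP substrates. Schedule: 90 min reaction incubation at room temperature, dark. Technique: resazurin-to-resorufin fluorescence via G6PDH and diaphorase coupling, 525/613 nm. Control set: DMSO wells with and without enzyme mix.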
MPTP block – permeability transition pore inhibition | inhibition, % at 10 µM | AID 602449 | isolated mouse mitochondria, Ca2+ swelling absorbance, 30 min | 1.4% of 360,000 active;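 active = inhibition of 50% or more, scaled per plate between neutral and stimulator controls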;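 also: 0% = DMSO wells given calcium and 100% = 1 mM EGTA wells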
SENP7 block – blocks the human protease SENP7. Q9BQF6. recombinant SENP7, Z-RLRGG-aminoluciferin luminescence, 40 min. inhibition, % at 5 µM. 1.5% of 330,000 active;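 active = inhibition above about 50% at the single test dose, limit read from the data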;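 also: plate controls were DMSO with enzyme for no effect and no enzyme buffer wells for full effect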
SENP8 block – blocks human SENP8 cleavage of Nedd8 substrate. recombinant SENP8, Nedd8 substrate fluorescence. Q96LD8. 0.64% of 360,000 active. inhibition, % at 20 µM; in the data active = inhibition mostly above about 40%, no sharp cut-off; inactive = mostly below about 27%
PfG6PD inh – PfG6PD (Plasmodium falciparum) enzyme inhibition. inhibition, % at 20 µM. AID 504690. 0.78% of 350,000 active. PfGluPho enzyme, NADPH resazurin-diaphorase fluorescence;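 active = inhibition reaching at least a set limit at 20 µM in the primary screen, cut at about 59% in these data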;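 also: 0% = DMSO wells with substrate and 100% = DMSO wells lacking glucose-6-phosphate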
SENP6 inh – inhibitors of human SENP6 protease | Q9GZR1 | AID 2599 | inhibition, % at 10 µM | Recombinant SENP6 catalytic domain, aminoluciferin luminescence | 1.8% of 330,000 active;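 active = inhibition above about 50% at the single tested dose, limit read from the data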;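 also: plate controls were DMSO wells with enzyme for no effect and DMSO wells lacking enzyme for full effect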
Target sequence (Q9GZR1 628-1112 limits assumed): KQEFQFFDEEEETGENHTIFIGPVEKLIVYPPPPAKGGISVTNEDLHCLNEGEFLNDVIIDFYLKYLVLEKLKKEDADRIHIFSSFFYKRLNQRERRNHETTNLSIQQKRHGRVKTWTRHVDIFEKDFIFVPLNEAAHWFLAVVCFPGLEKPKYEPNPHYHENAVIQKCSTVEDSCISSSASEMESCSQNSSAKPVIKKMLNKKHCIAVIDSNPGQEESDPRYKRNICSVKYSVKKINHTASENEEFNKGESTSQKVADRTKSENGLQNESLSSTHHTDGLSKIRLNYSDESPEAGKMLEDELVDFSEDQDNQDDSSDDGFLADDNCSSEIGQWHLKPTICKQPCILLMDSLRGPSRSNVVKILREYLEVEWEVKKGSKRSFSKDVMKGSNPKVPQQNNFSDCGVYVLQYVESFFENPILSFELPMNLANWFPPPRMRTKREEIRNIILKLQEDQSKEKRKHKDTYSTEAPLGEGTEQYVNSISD
The depositor's hits bear a star. The order is random (roughly 6.9% active in at least one column).

C/C(=N/NC(=O)c1ccc(Br)s1)c1cccnc1 was read as ATG4B inhibitor -5, GRIN3A LBD mod 1, HKDC1 inh -1, MPTP block -0.5, SENP7 block 3, SENP8 block 4, PfG6PD inh -6 and SENP6 inh -6.
For COCCCNC(=O)C[C@H]1C[C@H](C(=O)N2CCCCC2)[C@@]2(C)c3[nH]c4ccc(Cl)cc4c3CCN2C1=O the results were ATG4B inhibitor -2, GRIN3A LBD mod -2, HKDC1 inh 14, MPTP block -0.9, SENP7 block 2, SENP8 block 24 and PfG6PD inh 2.
For CCC(=O)Nc1ccccc1Nc1cc(C#N)c(C#N)cc1[N+](=O)[O-] the results were ATG4B inhibitor 0, GRIN3A LBD mod 0, HKDC1 inh 1, MPTP block -1.6, SENP7 block 2, SENP8 block 42*, PfG6PD inh -1 and SENP6 inh -19.
For O=c1[nH]c(N2CCN(c3ccccc3)CC2)nc2c1CCC2 the results were ATG4B inhibitor -1, GRIN3A LBD mod 3, HKDC1 inh 3, MPTP block 1.5, SENP7 block 4, SENP8 block 16, PfG6PD inh -9 and SENP6 inh -10.
For CC1([N+](=O)[O-])COC2(OC1)C(=O)Nc1ccccc12 (stereo unspecified) the results were ATG4B inhibitor -6, GRIN3A LBD mod 2, HKDC1 inh -5, MPTP block 0.6, SENP7 block 5, SENP8 block 12, PfG6PD inh -8 and SENP6 inh -22.
Screening CCOC(=O)c1ccc(S(=O)(=O)N2CCN(CC(O)COc3cccc(C(C)=O)c3)CC2)cc1 (stereo unspecified) returned ATG4B inhibitor -11, GRIN3A LBD mod -1, HKDC1 inh 2, MPTP block -0.6, SENP8 block 24 and PfG6PD inh -11.
Screening O=C(CSCc1n[nH]c(=O)[nH]1)NCCOc1cccc(Oc2ccccc2)c1 returned ATG4B inhibitor -15, GRIN3A LBD mod 1, HKDC1 inh -11, MPTP block -0.5, SENP7 block 2, SENP8 block 20, PfG6PD inh -8 and SENP6 inh 12.
Cc1occc1C(=O)NN=C1C2CC3CC(C2)CC1C3 was read as ATG4B inhibitor 2, GRIN3A LBD mod -1, HKDC1 inh -1, MPTP block 0.1, SENP7 block 1, SENP8 block 4, PfG6PD inh -19 and SENP6 inh -4.
Screening CCC(C(=O)OC)n1cnc2c(nnn2-c2ccccc2)c1=O (stereo unspecified) returned ATG4B inhibitor -5, GRIN3A LBD mod -1, HKDC1 inh -7, MPTP block -1.7, SENP7 block 4, SENP8 block -28, PfG6PD inh -8 and SENP6 inh -2.
`CCOC(=O)c1c(NC(=O)c2ccco2)sc2c1CCCCC2` gave ATG4B inhibitor -3, HKDC1 inh 3, MPTP block 2.6, SENP7 block -7, SENP8 block -256, PfG6PD inh -7 and SENP6 inh -7.
O=C1CC(N2CCN(c3ccccc3)CC2)C(=O)N1c1ccc(Cl)cc1 (stereo unspecified) was read as ATG4B inhibitor -2, GRIN3A LBD mod 0, HKDC1 inh 0, MPTP block -0.1, SENP7 block 10, SENP8 block 12, PfG6PD inh -4 and SENP6 inh 15.
For Cc1sc(NC(=O)C2=COCCO2)c(C#N)c1C the results were ATG4B inhibitor -3, GRIN3A LBD mod -2, HKDC1 inh -8, MPTP block -0.9, SENP7 block 10, SENP8 block -25, PfG6PD inh 58 and SENP6 inh 23.
For O=C(NCc1ccc2c(c1)OCO2)c1nn(-c2ccccc2)c(=O)c2ccccc12 the results were ATG4B inhibitor 33, GRIN3A LBD mod -5, HKDC1 inh -2, MPTP block 2.7, SENP7 block -4, SENP8 block 8, PfG6PD inh 2 and SENP6 inh -20.
For O=C1N(Cc2ccccc2)CCCC12CCCN(Cc1ccccc1)C2=O the results were ATG4B inhibitor 0, GRIN3A LBD mod 1, HKDC1 inh -7, MPTP block -1.4, SENP7 block 2, SENP8 block 9, PfG6PD inh -6 and SENP6 inh -2.
For O=C(NNc1c2ccccc2nc2ccccc12)c1ccc(Cl)cc1 the results were ATG4B inhibitor 1, GRIN3A LBD mod -4, HKDC1 inh 5, MPTP block 6.0, SENP7 block -1, SENP8 block 10, PfG6PD inh -11 and SENP6 inh -12.
`O=C(NCC1CCCO1)c1ccc2c(c1)N(Cc1ccc(F)cc1)CCS2` (stereo unspecified) gave ATG4B inhibitor 4, GRIN3A LBD mod 7, HKDC1 inh 19, MPTP block -0.3, SENP7 block 14, SENP8 block -326, PfG6PD inh 20 and SENP6 inh 9.
Screening COCCn1c(SCC(=O)NC(=O)Cc2ccccc2)nc2ccccc2c1=O returned ATG4B inhibitor 0, GRIN3A LBD mod 1, HKDC1 inh -7, MPTP block -0.2, SENP7 block 6, SENP8 block -8, PfG6PD inh -5 and SENP6 inh 12.
Cn1c(NNC(=O)CCC2CCCCC2)cc(=O)n(C)c1=O was read as ATG4B inhibitor -6, GRIN3A LBD mod 0, HKDC1 inh -2, MPTP block 0.0, SENP7 block 5, SENP8 block 15, PfG6PD inh -2 and SENP6 inh 8.
CC(=O)c1ccccc1OCC(=O)Nc1cccc(S(=O)(=O)N2CCCC2)c1 was read as ATG4B inhibitor -1, GRIN3A LBD mod -1, HKDC1 inh -5, MPTP block 1.0, SENP8 block 1 and PfG6PD inh -8.
`Cc1c(CC(=O)N[C@@H](C)C(=O)O)c(=O)oc2cc3c(cc12)CCC(C)(C)O3` gave ATG4B inhibitor 7, GRIN3A LBD mod 1, HKDC1 inh -3, MPTP block 0.2, SENP7 block -4, SENP8 block -313, PfG6PD inh -5 and SENP6 inh -8.
COc1ccc(-c2[nH]ncc2CN(CC2CCC(=O)N2)C(C)C)cc1F (stereo unspecified) was read as ATG4B inhibitor -1, GRIN3A LBD mod -1, HKDC1 inh 0, MPTP block 2.7, SENP7 block 0, SENP8 block 4, PfG6PD inh -6 and SENP6 inh -9.
`CC(=O)c1ccc(N2CCN(c3ncc(C(F)(F)F)cc3Cl)CC2)cc1` gave ATG4B inhibitor 2, GRIN3A LBD mod -1, HKDC1 inh -1, MPTP block 17, SENP7 block -8, SENP8 block -121, PfG6PD inh 14 and SENP6 inh -4.
For CCn1cc([N+](=O)[O-])c(C(=O)N2N=C(c3ccc4ccccc4c3)CC2c2ccccc2O)n1 (stereo unspecified) the results were ATG4B inhibitor -9, GRIN3A LBD mod -11, HKDC1 inh 8, MPTP block -0.3, SENP7 block 3, SENP8 block 26, PfG6PD inh 5 and SENP6 inh 2.
`Cc1cc(Oc2ccccc2)nc(OCC#N)n1` gave ATG4B inhibitor -6, GRIN3A LBD mod 1, HKDC1 inh -2, MPTP block -0.5, SENP7 block 4, SENP8 block -1, PfG6PD inh -1 and SENP6 inh -3.
`COc1cccc(NC(=O)CCCCCn2nnc3ccccc3c2=O)c1` gave ATG4B inhibitor 7, GRIN3A LBD mod 1, HKDC1 inh 4, MPTP block -1.6, SENP7 block 2, SENP8 block 13, PfG6PD inh -21 and SENP6 inh -2.
C=C(C)c1cccc(C(C)(C)NC(=O)N2CCOCC2)c1 was read as ATG4B inhibitor -13, GRIN3A LBD mod 1, HKDC1 inh -5, MPTP block -1.4, SENP7 block 2, SENP8 block 21, PfG6PD inh -6 and SENP6 inh -8.
`CCN(CC(=O)NCc1ccc(F)cc1)S(=O)(=O)c1ccc(C)cc1` gave ATG4B inhibitor -1, GRIN3A LBD mod 2, HKDC1 inh 4, MPTP block 0.6, SENP7 block -2, SENP8 block 11, PfG6PD inh 7 and SENP6 inh -22.
`CCNC(=S)Nc1cc(OCC)c(NC(=O)c2cccs2)cc1OCC` gave ATG4B inhibitor 33, GRIN3A LBD mod -2, HKDC1 inh -13, MPTP block 0.1, SENP8 block 7 and PfG6PD inh -8.
For CCN(CC)C(=O)CN(c1cccc(OC)c1)S(=O)(=O)c1ccc(C)cc1 the results were ATG4B inhibitor -13, GRIN3A LBD mod 0, HKDC1 inh 1, MPTP block -1.1, SENP7 block 0, SENP8 block 18, PfG6PD inh -6 and SENP6 inh 2.
For CCOCCc1nnc(NC(=O)Cc2c(F)cccc2Cl)s1 the results were ATG4B inhibitor -19, GRIN3A LBD mod 0, HKDC1 inh 0, MPTP block -1.4, SENP7 block -3, SENP8 block 2, PfG6PD inh -2 and SENP6 inh 3.
CCn1c(=O)c(NC(=O)c2ccccc2)c2n(c1=S)CCCCC2 was read as ATG4B inhibitor 0, GRIN3A LBD mod -1, HKDC1 inh -6, MPTP block -1.1, SENP7 block -5, SENP8 block 18, PfG6PD inh 10 and SENP6 inh -2.
`COc1ccc(-n2c(SCC(=O)Nc3ccc(C(N)=O)cc3)nc3c([nH]c4ccccc43)c2=O)cc1OC` gave ATG4B inhibitor -9, GRIN3A LBD mod -6, HKDC1 inh 4, MPTP block 0.1, SENP7 block 7, SENP8 block -48, PfG6PD inh 2 and SENP6 inh 5.
`CCC(C)NC(=O)CSc1nc(-c2cccs2)cc(C(F)(F)F)n1` (stereo unspecified) gave ATG4B inhibitor -8, GRIN3A LBD mod 0, HKDC1 inh -7, MPTP block 1.9, SENP7 block -4, SENP8 block -61, PfG6PD inh -13 and SENP6 inh -18.
Cc1ccc(/C(O)=C2/C(=O)C(=O)N(Cc3ccco3)C2c2cccs2)cc1 (stereo unspecified) was read as ATG4B inhibitor 4, GRIN3A LBD mod -2, HKDC1 inh -5, MPTP block -1.3, SENP7 block -11, SENP8 block 3, PfG6PD inh 7 and SENP6 inh -5.
CCOC(=O)C1=C(C)NC(=O)C(C(N)=O)C12CCCC2 (stereo unspecified) was read as ATG4B inhibitor -9, GRIN3A LBD mod 0, HKDC1 inh 3, MPTP block 0.4, SENP7 block 4, SENP8 block 10, PfG6PD inh 0 and SENP6 inh 6.
For Cc1ccc(S(=O)(=O)Cn2nnnc2C(c2ccccn2)N2CCN(c3ccccc3)CC2)cc1 (stereo unspecified) the results were ATG4B inhibitor -2, GRIN3A LBD mod 1, HKDC1 inh 0, MPTP block -0.4, SENP7 block -15, SENP8 block 5, PfG6PD inh -1 and SENP6 inh -8.
`CCOC(=O)Cn1cnc2sc3c(c2c1=O)CCC3` gave ATG4B inhibitor -6, GRIN3A LBD mod -2, HKDC1 inh -3, MPTP block 0.3, SENP7 block -5, SENP8 block 0, PfG6PD inh 5 and SENP6 inh -4.

6 structures from above, arranged by molar mass, smallest number first:
For CC1([N+](=O)[O-])COC2(OC1)C(=O)Nc1ccccc12 (stereo unspecified) the results were ATG4B inhibitor -6, GRIN3A LBD mod 2, HKDC1 inh -5, MPTP block 0.6, SENP7 block 5, SENP8 block 12, PfG6PD inh -8 and SENP6 inh -22.
Cn1c(NNC(=O)CCC2CCCCC2)cc(=O)n(C)c1=O was read as ATG4B inhibitor -6, GRIN3A LBD mod 0, HKDC1 inh -2, MPTP block 0.0, SENP7 block 5, SENP8 block 15, PfG6PD inh -2 and SENP6 inh 8.
For O=C1N(Cc2ccccc2)CCCC12CCCN(Cc1ccccc1)C2=O the results were ATG4B inhibitor 0, GRIN3A LBD mod 1, HKDC1 inh -7, MPTP block -1.4, SENP7 block 2, SENP8 block 9, PfG6PD inh -6 and SENP6 inh -2.
O=C1CC(N2CCN(c3ccccc3)CC2)C(=O)N1c1ccc(Cl)cc1 (stereo unspecified) was read as ATG4B inhibitor -2, GRIN3A LBD mod 0, HKDC1 inh 0, MPTP block -0.1, SENP7 block 10, SENP8 block 12, PfG6PD inh -4 and SENP6 inh 15.
For O=C(NCc1ccc2c(c1)OCO2)c1nn(-c2ccccc2)c(=O)c2ccccc12 the results were ATG4B inhibitor 33, GRIN3A LBD mod -5, HKDC1 inh -2, MPTP block 2.7, SENP7 block -4, SENP8 block 8, PfG6PD inh 2 and SENP6 inh -20.
For COCCCNC(=O)C[C@H]1C[C@H](C(=O)N2CCCCC2)[C@@]2(C)c3[nH]c4ccc(Cl)cc4c3CCN2C1=O the results were ATG4B inhibitor -2, GRIN3A LBD mod -2, HKDC1 inh 14, MPTP block -0.9, SENP7 block 2, SENP8 block 24 and PfG6PD inh 2.
